Diaphorase act: diaphorase activation or chemical reduction counter-screen; activation factor at 20 µM; 190,000 compounds, 0.005% hits; Diaphorase/resazurin coupled assay, resorufin fluorescence, 16 min; hits give high values; 1 = vehicle wells, 0 = NADH-free wells;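 active = diaphorase activity raised at least twofold by the compound at 20 µM; inactive = activation factor below 2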
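Material: purified diaphorase enzyme from Clostridium kluyveri; Also added: 0.114 mM NADH and 0.1 mM resazurin, final amounts; Doses: single compound dose of 20 µM, 1% DMSO final; Times: 16 min enzyme reaction, ambient temperature; Detection: resorufin fluorescence, excitation 544 nm, emission 590 nm; Measure: increased resorufin signal from activators or reducing compounds.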
TNAP act hiacc: increases human TNAP activity under high phosphate acceptor concentration | P05186 | purified TNAP, CDP-star luminescence, 1 M DEA, 30 min; hits give high values; 0 = EDTA background, 1 = DMSO-only activity | activation factor at 20 µM | 200,000 tested, under 10 active;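 active = activation factor at least 2 at 20 µM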
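Measured by: Luminescent substrate turnover signal | Test system: Human TNAP | Input: TNAP 1/800 final | Dosing: 20 µM single point | Schedule: 30 min, room temperature | Controls: EDTA wells as negative control, DMSO wells as positive control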
TNAP inh no acc: blocks human TNAP activity with no phosphate acceptor present; P05186; purified TNAP, CDP-star luminescence, 30 min; AID 1012; inhibition, % at 20 µM; 200,000 compounds, 0.26% hits;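 active = tissue-nonspecific alkaline phosphatase inhibition above about 50% at 20 µM in the single-dose screen, limit read from the data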;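 note: 0% = DMSO negative control and 100% = EDTA positive control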
G6PDH counter: L. mesenteroides G6PDH inhibition counter-screen; Purified L. mesenteroides G6PDH, diaphorase/resazurin coupled fluorescence, 45 min; inhibition, % at 5 µM; 200,000 compounds, 0.12% hits; in the data active = inhibition above about 50%
PMI act hi M6P: PMI (human) activation, high substrate; 190,000 compounds, 0.34% hits; AID 1216; activation factor at 20 µM; coupled PMI enzyme assay, resazurin fluorescence, 20 min; hits give high values; 1 = untreated enzyme, 0 = substrate-free blank;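 active = activation factor of 2 or more at 20 µM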
Target sequence (P34949 whole entry, looked up): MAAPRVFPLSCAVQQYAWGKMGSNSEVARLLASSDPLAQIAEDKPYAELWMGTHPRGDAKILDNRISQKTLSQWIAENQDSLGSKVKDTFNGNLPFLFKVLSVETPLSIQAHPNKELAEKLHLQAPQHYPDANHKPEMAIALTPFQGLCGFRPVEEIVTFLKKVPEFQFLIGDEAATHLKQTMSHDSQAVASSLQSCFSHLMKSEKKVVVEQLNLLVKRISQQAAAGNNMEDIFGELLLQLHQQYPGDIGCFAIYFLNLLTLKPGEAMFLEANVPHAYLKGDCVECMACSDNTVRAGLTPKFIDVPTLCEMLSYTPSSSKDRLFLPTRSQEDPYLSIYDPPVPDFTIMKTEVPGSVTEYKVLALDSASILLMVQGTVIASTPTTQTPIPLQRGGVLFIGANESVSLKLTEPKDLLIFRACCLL
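Technique: Diaphorase-driven resazurin-to-resorufin fluorescence, excitation 544, emission 590 nm | Assay system: Human PMI in coupled enzyme assay | Times: Enzyme reaction with compound 20 min at room temperature | Medium: HEPES-buffered pH 7.4 with magnesium and detergent | Reagent: Mannose-6-phosphate 1.0 mM (near-saturating) plus 0.22 mM NADP+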
TNAP inh hiacc: TNAP (human) inhibition, high acceptor; P05186; purified TNAP, CDP-star luminescence, 1 M DEA; inhibition, % at 20 µM; 200,000 compounds, 0.03% hits;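 active = over 50% inhibition of tissue-nonspecific alkaline phosphatase at 20 µM in the single-dose screen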;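 note: plate controls were DMSO wells for no effect and EDTA-quenched wells as full inhibition for full effect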
Diaphorase inh: diaphorase inhibition or chemical oxidation counter-screen; AID 1217; inhibition, % at 20 µM; 190,000 compounds, 0.69% hits; diaphorase resazurin-to-resorufin fluorescence, NADH, 16 min; bacterial (C. kluyveri) enzyme, not human;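 active = primary screen inhibition at 20 µM above a set limit, cut at about 50% in these data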;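 note: plate controls were DMSO with full reaction for no effect and wells lacking NADH for full effect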
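Assay system: diaphorase enzyme from Clostridium kluyveri; Input: enzyme working solution with 0.14 U/mL diaphorase; Timing: 16 min at room temperature; Technique: resorufin fluorescence, excitation 544 nm, emission 590 nm; Benchmarks: positive control minus NADH, DMSO neutral control.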
Efa HMGR inh: blocks class II HMG-CoA reductase of Enterococcus faecalis. 190,000 compounds, 0.41% hits. AID 1066. purified E. faecalis HMGR, NADPH absorbance 340 nm kinetic. inhibition, % at 10 µM;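 active = inhibition above a set limit, the median over all tested compounds plus 3 SD, cut at about 9.5% in these data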;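 note: enzyme runs in reverse so mevalonate oxidation gives rising NADPH absorbance; 0% = complete reaction with DMSO and 100% = background rate lacking mevalonate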
PMI activator: phosphomannose isomerase (human) activation | AID 1214 | purified human PMI, coupled resazurin fluorescence, 20 min; hits give high values; 1 = vehicle control, 0 substrate-free wells | activation factor at 20 µM | 190,000 compounds, 0.005% hits | P34949;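 active = activation factor of 2 or more at 20 µM, relative to plate controls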
FLuc act counter: affects firefly luciferase, flagging false hits in luciferase stimulation screens; P08659; ATPlite luciferase biochemical, luminescence, 10 min; 0 = ATP-free wells, 1 = DMSO control; activation factor at 10 µM; 200,000 tested, under 10 active;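 active = luciferase activation factor, scaled between plate controls, of at least 2 with compound at 10 µM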
Target sequence (P08659 whole entry, looked up): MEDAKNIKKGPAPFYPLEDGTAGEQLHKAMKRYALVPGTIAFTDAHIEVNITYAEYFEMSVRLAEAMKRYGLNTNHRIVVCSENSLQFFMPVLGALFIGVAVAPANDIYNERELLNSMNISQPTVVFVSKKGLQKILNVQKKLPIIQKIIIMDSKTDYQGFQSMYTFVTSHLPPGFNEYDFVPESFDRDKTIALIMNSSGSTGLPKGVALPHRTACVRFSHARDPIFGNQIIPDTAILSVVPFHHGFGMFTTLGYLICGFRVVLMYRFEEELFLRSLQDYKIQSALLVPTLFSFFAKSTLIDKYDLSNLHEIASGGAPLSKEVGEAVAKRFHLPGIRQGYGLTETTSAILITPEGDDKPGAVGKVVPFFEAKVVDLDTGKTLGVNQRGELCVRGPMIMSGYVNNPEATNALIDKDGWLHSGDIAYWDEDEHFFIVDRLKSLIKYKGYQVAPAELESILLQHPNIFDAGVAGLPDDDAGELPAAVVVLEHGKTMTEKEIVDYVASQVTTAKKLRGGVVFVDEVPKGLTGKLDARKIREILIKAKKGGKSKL
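assay system = Luciferase/luciferin detection reagent, cell-free biochemical luciferase assay | also added = ATP substrate | times = 10 min post-reagent at room temperature | measured by = luminescence from luciferase reaction | measure = luciferase activation, seen as luminescence increase over controls | benchmarks = low control with PBS replacing ATP, high control enzyme plus ATP without compound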
Numbers without * were called inactive; nt = no result given.

SMILES	Diaphorase act	TNAP act hiacc	TNAP inh no acc	G6PDH counter	PMI act hi M6P	TNAP inh hiacc	Diaphorase inh	Efa HMGR inh	PMI activator	FLuc act counter
COc1ccc(C(=O)CSc2nnc(CN3CCCCC3)n2-c2ccc(F)cc2)cc1OC	0.8	1	19.4	-23.5	0.9	2.5	16.4	-4.9	0.9	1
Cc1cc(C)n2nc(C(=O)OCCOc3cccc(Br)c3)nc2n1	0.8	1.1	-5.6	4.3	0.9	-6.1	18.9	-2.9	1	1.1
O=S(=O)(Nc1ccc(N2CCOCC2)cc1)c1ccc2ccccc2c1	1	1.1	-11.3	7.1	1	-6.8	3.0	-3.1	1	1
CC[N+]1(C)CCC(=C2c3ccccc3CC(=O)c3sccc32)CC1 (stereo not drawn)	1	1	-4.2	12.4	1	-3.1	4.7	0.0	1.1	1.1
COc1cc(SC#N)ccc1N=Cc1c(C)[nH]n(-c2ccc(Cl)cc2)c1=O	1	1	-8.0	2.8	1.1	-0.5	4.1	0.6	1	1
O=C(Nc1ccc(-c2ccc3nncn3n2)cc1)c1ccc(Br)o1	1	1	-4.7	2.9	1	1.3	4.0	-3.0	1	1
Cc1c(Br)c([N+](=O)[O-])nn1CC(=O)NCc1ccccn1	0.9	1	-7.9	1.9	1	0.1	7.4	1.4	0	1.1
CN(/C=C/C(=C/C=[N+](C)c1ccccc1)OCCCS(=O)(=O)[O-])c1ccccc1	0.8	1	13.4	-2.3	0.6	4.0	24.8	6.4	1.1	1
CC(C)Oc1ccc(C(=O)NCC(=O)OCC(=O)N(C)Cc2cccs2)cc1	0.9	1	-4.0	6.2	1	-3.0	10.1	-4.7	1	0.7
O=C(CSc1nnc(-c2ccccc2)n1-c1ccccc1)N1c2ccccc2Sc2ccccc21	0.8	1	6.5	-2.5	0.8	-1.5	24.5	-1.8	0.8	1.1
Cc1ccc(S(=O)(=O)NNC(=O)c2cccs2)c(C)c1	0.9	1	-11.1	0.3	1.1	2.9	7.7	-1.0	1.1	1
O=C(c1cc(-c2ccc(O)cc2)on1)N1CCCc2ccccc21	0.9	1.1	-13.4	2.0	1	-6.8	7.3	-3.5	1.1	0.8
COc1cccc(Nc2nc(N)nc(-c3oc4ccccc4c3C)n2)c1	0.9	1	-6.0	13.9	1	-2.7	8.7	-1.4	0.9	1
Cn1c(=O)c2cc(S(=O)(=O)N3CCN(c4cccc(C(F)(F)F)c4)CC3)ccc2n(C)c1=O	0.9	1	-4.7	-0.1	1	1.2	10.1	-0.1	1	1
COc1cccc(OC)c1C(=O)Nc1nc(COc2ccccc2)cs1	1.1	1	11.9	2.7	1	-4.2	-7.8	-6.7	1	1
CCN1C(=O)CSc2ccc(C(=O)NCc3ccc(OC)cc3)cc21	0.9	1	-15.6	-4.8	0.9	-0.2	6.8	-1.2	1	1
Cc1ccc(S(=O)(=O)NC2CCCC2)cc1C	1.1	0.9	-12.0	-6.6	1.1	8.2	-6.3	-3.6	1.1	1
Cc1ccc(-c2csc(=S)n2CC(=O)OCC(=O)NCc2ccco2)cc1	0.9	1	-7.8	0.5	1.1	1.5	8.7	-3.8	1	1
O=C(CSCc1ccc([N+](=O)[O-])cc1)N/N=C/c1cccnc1	nt	1	-6.5	10.5	nt	-2.0	nt	-2.7	nt	1.1
COc1ccc(C(=O)Nc2ccccc2C(=O)NC(Cc2c[nH]c3ccccc23)C(=O)O)cc1 (stereo not drawn)	0.8	1.1	-12.6	8.7	0.9	-8.9	19.2	-3.5	0.9	0.8
Cc1ccc2c(c1)N(CC(=O)N1CCCc3ccccc31)C(=O)CO2	0.9	1	-9.3	-0.8	1	-1.4	12.0	-5.1	1	1
Cc1cc(C)c(OCC(=O)Nc2nnc(-c3ccco3)o2)c(C)c1	1	1	-11.7	1.2	1.1	-4.9	4.7	-3.1	1.2	1
COc1c(OC(C)=O)ccc(/C=C/c2ccc3cccc(OC)c3n2)c1[N+](=O)[O-]	0.8	1	-6.7	-25.1	0.8	3.2	22.7	-1.2	0.8	1.1
c1ccc(C2C3=C(CCCC3)Nc3ncnn32)cc1 (stereo not drawn)	0.8	1.1	-15.1	3.7	0.9	-5.3	15.4	0.7	1	1
CN(CCc1nc2ccc(Cl)cc2[nH]1)Cc1nc(CC2CC2)no1	0.8	1	-9.6	19.6	0.8	1.6	20.9	-2.9	0.8	1
O=C1c2ccccc2NC(c2ccc(Cl)cc2Cl)N1Cc1ccccc1 (stereo not drawn)	0.9	1	-9.7	5.7	0.9	-3.9	9.8	-0.1	0.9	1
CN1CCN(S(=O)(=O)c2ccc(Sc3nc4ccccc4[nH]3)c3nsnc23)CC1	0.9	1	-1.6	6.3	1.1	0.5	12.2	-5.1	1	1.1
O=C(NCCO[N+](=O)[O-])c1cccnc1	1.3	1.1	-7.2	9.0	1.2	-6.6	-28.3	0.9	1.2	1
Cn1c(=O)c2[nH]c(NCC3CCCO3)nc2n(-c2ccccc2)c1=O (stereo not drawn)	1	1	-6.9	-6.7	1	2.5	2.9	-1.4	1	1
COc1ccc(C(=O)NC2CCN(C(=S)Nc3ccc(C)c(C)c3)CC2)cc1	1	1	-20.3	3.2	1	-2.5	2.0	-0.2	0.9	1.1
CCCCn1nnnc1NCc1cc(OC)c(OC)c(OC)c1	0.9	1	-8.4	3.4	1	-4.1	7.3	-4.9	1.1	1.1
O=c1c2ccccc2nnn1CSc1nnc(-c2cccnc2)n1-c1ccccc1F	0.9	1.1	-17.1	-2.8	1	-7.1	7.0	-4.2	1.1	1
CCN(CC)S(=O)(=O)c1cccc(C(=O)NCCCN2CCOCC2)c1	0.9	1	-6.5	-2.0	1	-1.2	6.2	2.3	1	1
COc1ccccc1N/C(N)=N/c1nc(C(F)(F)F)cc(=O)[nH]1	1.1	1	-7.3	9.0	0.9	-0.1	-9.4	0.5	1	1
CC(NC(=O)C1CCCN(C(=O)N(C)C)C1)c1ccccc1 (stereo not drawn)	0.9	1	-5.6	1.5	1	-2.5	6.2	2.4	1	1
CCOc1ccc(-n2c(=S)sc3c(=O)[nH]c(SCC(=O)NCc4ccco4)nc32)cc1	0.6	1	-3.5	-3.3	1	0.8	43.2	-3.4	1	1
CCOc1ccccc1N(CC(=O)N1CCOCC1)S(=O)(=O)c1ccc(SC)cc1	0.9	1	-1.9	-13.2	1	-0.4	13.6	0.4	1	1
CCc1ccc(/C=C(\Cl)c2nc3cc(Cl)ccc3c(=O)[nH]2)cc1	1	1	-0.3	1.1	1	3.4	4.8	-0.9	1	1
Cc1cccc(N)c1SC1CCCCC1O (stereo not drawn)	0.9	1	-0.5	-5.1	0.9	1.6	8.7	4.3	0.9	1.1
CC1(C)CC(=O)C2=C(C1)N1C(=C(C#N)C2c2ccccc2Cl)N=C(N)c2ccccc21 (stereo not drawn)	0.8	1	-2.3	6.6	0.9	0.2	24.8	-6.8	0.9	1.1

The final two compounds of the part above lead into the next.
SMILES	Diaphorase act	TNAP act hiacc	TNAP inh no acc	G6PDH counter	PMI act hi M6P	TNAP inh hiacc	Diaphorase inh	Efa HMGR inh	PMI activator	FLuc act counter
Cc1cccc(N)c1SC1CCCCC1O (stereo not drawn)	0.9	1	-0.5	-5.1	0.9	1.6	8.7	4.3	0.9	1.1
CC1(C)CC(=O)C2=C(C1)N1C(=C(C#N)C2c2ccccc2Cl)N=C(N)c2ccccc21 (stereo not drawn)	0.8	1	-2.3	6.6	0.9	0.2	24.8	-6.8	0.9	1.1
Cc1nc(NC(=O)COc2ccccc2)sc1C(=O)Nc1ccccc1	0.9	1.1	-8.9	1.4	0.8	-5.1	10.1	-1.7	0.8	1
CS(=O)(=O)N1CCCC(c2nc(-c3ccc(S(=O)(=O)NCc4ccccc4)cc3)no2)C1 (stereo not drawn)	0.7	1	-1.4	8.2	0.9	-2.2	27.6	-0.8	0.9	1
CC(=O)NCCn1c(SCC(=O)NCCC2=CCCCC2)nc2ccccc2c1=O	1	1	-16.9	3.0	1	-2.6	4.0	-10.7	1	1
N[C@@H](Cc1ccc(O)c(I)c1)C(=O)O	0.9	1	-9.5	6.9	1.1	-2.7	7.3	-2.6	1	1
Cc1cccc(NC(=S)N2CCOCC2)c1C	0.9	1	4.9	7.4	1	1.1	8.6	-5.5	1	1
O=C(Nc1nc(-c2ccc(-c3ccccc3)cc2)cs1)c1cc([N+](=O)[O-])ccc1N1CCOCC1	0.9	1.1	-9.1	1.8	1	-5.4	13.9	0.5	0.9	1
COc1ccc(-c2nc3c(c(=O)c4ccccc4n3C)c(=O)n2Cc2ccccc2)cc1	1	1	-10.1	4.1	1.1	2.2	-1.7	-2.4	1	1.1
O=C(CCCn1c(=S)[nH]c2ccc(Br)cc2c1=O)N1CCN(c2ccccn2)CC1	0.6	1	-8.2	-5.9	1	-2.6	43.2	-0.3	0.9	1.1
O=C(CSc1nnc(COc2ccccc2)n1Cc1ccco1)NCc1ccco1	0.7	1.1	-11.8	-2.1	1	-6.8	25.5	-7.0	1	1.1
Cc1nnsc1C(=O)Nc1ccccc1Cl	0.9	1	-0.4	-1.2	0.9	-3.8	13.5	-6.4	1	1.1
Clc1ccc2nc(CSc3nncn3-c3ccccc3)cn2c1	0.9	1	-6.3	7.8	0.9	-1.4	5.1	-4.1	1	1
Cc1ccc(CN=c2c([N+](=O)[O-])nn(-c3ccc4c(c3)OCCO4)n2O)cc1	0.9	0.9	-6.5	23.9	0.9	8.1	11.5	0.5	0.8	0.9
CCOc1ccc(Nc2nc(Cc3nnc(SCC(=O)c4ccc(C)cc4)o3)cs2)cc1	0.9	1	-1.9	7.8	0.9	-2.2	12.2	-4.1	0.9	1.1
COc1ccc(Cl)cc1C(=O)NNC(=O)c1cccc([N+](=O)[O-])c1	1	1	-12.3	13.8	1	-1.6	-1.6	-0.6	0.9	1.1
CC1CCN(S(=O)(=O)c2ccc3c(c2)c(=O)c(C(=O)NCc2cccs2)cn3C)CC1	0.8	1	-0.9	-2.7	0.9	-1.6	22.0	-2.6	0.9	1.1

Compounds shown so far containing a COOH group (two):
SMILES	Diaphorase act	TNAP act hiacc	TNAP inh no acc	G6PDH counter	PMI act hi M6P	TNAP inh hiacc	Diaphorase inh	Efa HMGR inh	PMI activator	FLuc act counter
COc1ccc(C(=O)Nc2ccccc2C(=O)NC(Cc2c[nH]c3ccccc23)C(=O)O)cc1 (stereo not drawn)	0.8	1.1	-12.6	8.7	0.9	-8.9	19.2	-3.5	0.9	0.8
N[C@@H](Cc1ccc(O)c(I)c1)C(=O)O	0.9	1	-9.5	6.9	1.1	-2.7	7.3	-2.6	1	1
